Bim-Bcl-B: human Bim-Bcl-B interaction inhibition | 190,000 compounds, 0.073% hits | AID 951 | bead-based flow cytometry, Bim peptide-Bcl-B binding | inhibition, % at 10 µM | Q9HD36;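 note: 0% = tracer peptide without compound and 100% = reference inhibitor peptide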
Target sequence (Q9HD36 whole entry, looked up): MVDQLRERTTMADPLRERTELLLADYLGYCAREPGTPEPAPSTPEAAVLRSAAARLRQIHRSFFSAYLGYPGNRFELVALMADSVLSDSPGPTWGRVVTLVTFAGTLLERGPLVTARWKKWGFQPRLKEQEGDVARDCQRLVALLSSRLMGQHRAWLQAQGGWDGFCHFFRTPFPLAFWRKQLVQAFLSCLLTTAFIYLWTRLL
GSH fluor: GSH bead compound fluorescence profile; GSH beads flow cytometry, compound fluorescence 488/530 nm; stronger effect = higher value; fluorescence (KMESF) at 10 µM; 190,000 compounds, 0.25% hits; AID 1776; in the data active = fluorescence above about 89;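 note: glutathione beads carrying GST-tagged Bcl family fusion proteins plus one bare bead set; values are compound well signal with DMSO vehicle wells as background; inactives centre near 16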
RGS8-Gao reg: regulators of human RGS8-Galphao interaction | 220,000 compounds, 0.34% hits | multiplexed bead flow cytometry, RGS8-Galphao binding; actives lie on both sides | response (percent of control binding), % at 10 µM; in the data active = response below about 60% or above about 140%; inactive = in between;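 note: Galphao activated as the GDP aluminium fluoride complex binding bead-coupled RGS8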
Mcl-1 Bim block: human Bim-Mcl-1 interaction inhibition | Q07820 | Bead-based flow cytometry, Bim peptide-Mcl-1 binding | inhibition, % at 10 µM | 190,000 compounds, 0.1% hits | AID 1009;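 note: 0% = no compound tracer wells and 100% = peptide blocker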
Target sequence (Q07820 whole entry, looked up): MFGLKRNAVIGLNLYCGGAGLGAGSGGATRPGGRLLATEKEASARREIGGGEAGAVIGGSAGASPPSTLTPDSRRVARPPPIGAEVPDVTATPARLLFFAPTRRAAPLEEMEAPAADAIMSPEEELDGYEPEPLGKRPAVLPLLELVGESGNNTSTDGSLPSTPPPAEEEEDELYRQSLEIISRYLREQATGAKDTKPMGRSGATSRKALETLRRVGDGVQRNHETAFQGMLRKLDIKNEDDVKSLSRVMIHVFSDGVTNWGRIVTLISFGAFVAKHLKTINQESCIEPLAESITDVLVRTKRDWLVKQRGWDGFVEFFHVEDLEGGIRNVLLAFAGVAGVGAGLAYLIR
Bcl-2 Bim block: disrupts Bim peptide binding to human Bcl-2. P10415. Bead-based flow cytometry, Bim peptide-Bcl-2 binding. inhibition, % at 10 µM. 190,000 compounds, 0.06% hits; in the data active = inhibition above about 40%; inconclusive = no clear call, values can overlap the other calls;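 note: 0% = no compound wells with probe peptide and 100% = reference peptide inhibitor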
Bcl-W Bim block: disrupts Bim peptide binding to human Bcl-W | AID 952 | inhibition, % at 10 µM | Q92843 | bead-based flow cytometry | 190,000 compounds, 0.02% hits;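 note: 0% = bound tracer without compound and 100% = peptide blocker; higher means less fluorescent Bim peptide bound to Bcl-W beads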
Target sequence (Q92843 whole entry, looked up): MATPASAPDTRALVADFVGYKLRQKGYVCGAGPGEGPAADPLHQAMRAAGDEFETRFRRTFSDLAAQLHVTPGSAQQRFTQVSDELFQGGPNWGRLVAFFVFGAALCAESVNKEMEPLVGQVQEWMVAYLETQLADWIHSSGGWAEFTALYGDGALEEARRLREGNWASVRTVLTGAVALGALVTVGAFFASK
Mcl1 Bid PPI: Mcl-1/Bid interaction inhibition. inhibition, % at 21.7 µM. TR-FRET Mcl-1/Bid-Dy647 peptide binding, 1536-well. 220,000 compounds, 0.97% hits;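 active = compounds that cut the binding signal by more than half at the single screening dose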;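 note: His-tagged Mcl-1 with europium anti-His antibody binding Bid BH3 peptide; 0% = Mcl-1 plus peptide wells and 100% = peptide-only wells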
Bcl-XL Bim block: human Bim-Bcl-XL interaction inhibition; Q07817; Bim peptide-Bcl-XL binding, bead flow cytometry, fluorescence; inhibition, % at 10 µM; 190,000 compounds, 0.04% hits
Bim-Bfl-1: disrupts Bim binding to human Bfl-1; Q16548; Bead-based flow cytometry, Bim-Bfl-1 binding inhibition; inhibition, % at 10 µM; 190,000 compounds, 0.12% hits; AID 1008;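 note: 0% = wells without compound plus tracer and 100% = blocker peptide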
RGS7-Gao reg: human RGS7-Galphao interaction regulation | Multiplexed bead flow cytometry, RGS7-Galphao binding; actives lie on both sides | 220,000 compounds, 0.35% hits | binding response (% of control), % at 10 µM | AID 1439; in the data active = binding response below about 49% or above about 150%; inconclusive = no clear call, values can overlap the other calls; inactive = in between;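 note: fluorescent Galphao held in activated GDP-AlF4 state binding bead-coupled RGS7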
RGS4-Gao reg: human RGS4-Galphao interaction regulation. AID 1415. P09471. 220,000 compounds, 0.33% hits. binding response (% of control), % at 10 µM. Multiplexed bead flow cytometry, RGS4-Galphao binding; actives lie on both sides; in the data active = binding response below about 49% or above about 150%; inactive = in between;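 note: fluorescent Galphao activated with aluminum fluoride binding bead-coupled RGS4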
Starred values were filed as active, the others as inactive; ? = inconclusive. Cut-off read from the data, not from the text of the source, unless noted: active = inhibition above about 40%.

SMILES	Bim-Bcl-B	GSH fluor	RGS8-Gao reg	Mcl-1 Bim block	Bcl-2 Bim block	Bcl-W Bim block	Mcl1 Bid PPI	Bcl-XL Bim block	Bim-Bfl-1	RGS7-Gao reg	RGS4-Gao reg
COc1ccc(/C(C)=N/NC(=O)c2ccccc2OCc2ccccc2)c(OC)c1	-3	20	75	0	-5	0	-9	-1	-11	79	101
Cn1cnnc1-c1cccc(NS(=O)(=O)c2ccc(N3CCCC3=O)cc2)c1	-3	25	103	0	0	-1	-7	-5	1	101	107
CC(C)(C)c1cc(CN2CCCCC2)cc(C(C)(C)C)c1O	-8	11	103	0	-8	1	42	-5	-11	101	100
CN(C)S(=O)(=O)c1ccc(N2CCCC2)c(C(=O)Nc2nc3c(ccc4ccccc43)s2)c1	-7	6	103	-8	-1	-3	-9	-8	0	105	104
CCOC(=O)C1=C(C)NC(=O)NC1c1ccc(Br)o1 (stereo not drawn)	-4	11	106	-1	-5	-3	-11	-4	-12	99	102
Cc1ccc(CNC(=O)CO/N=C/c2ccc3c(c2)OCO3)cc1	-5	10	103	-4	-2	-2	-2	-4	-1	103	102
S=C(NC1CCCCC1)N1CCN(C/C=C/c2ccccc2)CC1	-8	10	120	-3	-2	-2	-13	-4	-1	113	114
Cc1cc(C(=O)OCC(=O)Nc2ccc(F)cc2)c(C)o1	-5	27	96	2	-9	0	-30	-2	-12	98	99
O=C(c1cc(C2CC2)on1)N1CCN(c2ccccc2)CC1	3	28	97	4	5	1	-23	3	7	94	95
CCNC(=O)C1CCCN(c2nc(C)cc(C)n2)C1 (stereo not drawn)	0	14	102	1	-1	-2	-14	-3	-5	103	104
COc1ccc(CC(=O)NCc2cccs2)cc1OC	-16	41	99	1	-13	0	0	0	-13	100	101
Cc1cccc(NC(=O)CSc2c3c(nc4ccccc24)CCC3)n1	0	20	98	-1	-3	-1	-15	0	0	91	95
c1csc(-c2cnc3ccccc3n2)c1	-6	24	102	-5	-6	-6	-28	-6	-23	102	101
CC1=NN(c2ccccc2)C(=O)C1=C(C)C	-6	26	101	-5	-6	0	-11	-4	-4	103	100
Cc1c(C(C)(C)C)c(C=S)n2ccccc12	-12	17	93	-2	1	-2	-13	-5	4	95	97
O=C(O)c1ccccc1CSC1=NCCS1	-1	16	100	-1	-5	0	3	0	-3	95	96
Cc1ccc(OCC(=O)NC2=NCCS2)cc1	-17	29	102	0	1	0	6	-1	1	98	97
CC(=O)Nc1ccc(C(=O)NCCc2ccccc2)cc1	-4	11	97	-3	-3	-5	1	-6	-2	102	101
CC(=O)Nc1ccc(C(=S)NCCCO)cc1	-13	9	100	-2	-2	0	-20	-4	-3	?	100
Cc1sc2nc(SCC(=O)NCCOCCO)n(C)c(=O)c2c1C	-8	24	99	-6	-9	-5	39	-7	-17	100	99

Two of the compounds above, with two lines to a compound:
Results follow in this order: Bim-Bcl-B | GSH fluor | RGS8-Gao reg | Mcl-1 Bim block | Bcl-2 Bim block | Bcl-W Bim block | Mcl1 Bid PPI | Bcl-XL Bim block | Bim-Bfl-1 | RGS7-Gao reg | RGS4-Gao reg
> Cc1cc(C(=O)OCC(=O)Nc2ccc(F)cc2)c(C)o1
 : -5 | 27 | 96 | 2 | -9 | 0 | -30 | -2 | -12 | 98 | 99
> O=C(c1cc(C2CC2)on1)N1CCN(c2ccccc2)CC1
 : 3 | 28 | 97 | 4 | 5 | 1 | -23 | 3 | 7 | 94 | 95

Additional entries follow:
SMILES	Bim-Bcl-B	GSH fluor	RGS8-Gao reg	Mcl-1 Bim block	Bcl-2 Bim block	Bcl-W Bim block	Mcl1 Bid PPI	Bcl-XL Bim block	Bim-Bfl-1	RGS7-Gao reg	RGS4-Gao reg
COc1ccc(CC(=O)Nc2c3c(nn2-c2cccc(C)c2C)CS(=O)C3)cc1OC (stereo not drawn)	-7	21	100	-2	-7	-1	-43	-3	-12	100	99
CCOC(=O)C1CCN(Cc2ccccc2C)CC1	-11	28	101	-2	-9	-2	36	-1	-11	101	99
CCC(C)c1ccc(S(=O)(=O)N2CC(=O)Nc3ccccc32)cc1 (stereo not drawn)	-7	18	112	-2	-5	-2	-1	-7	-8	109	105
Cc1ccc(NS(=O)(=O)c2cc(NC(=O)c3ccc4c(c3)NC(=O)CS4)ccc2Cl)c(C)c1	-46	13	90	-5	-5	-1	-16	-12	24	99	100
O=C(NCC1CCCO1)c1ccc2c(=O)n(CCc3ccccc3)c(=O)[nH]c2c1 (stereo not drawn)	-4	11	95	0	-9	0	-29	-1	-6	95	96
CCOc1cc(/C=N/NC(=O)COc2ccc(Cl)cc2)ccc1OS(=O)(=O)c1ccccc1	-2	6	101	0	-4	4	-18	-1	-7	99	99
COc1cccc(C(=O)CSc2nnnn2C)c1	0	8	100	3	0	0	-29	-1	0	86	92
Cc1cc(C)nc(NS(=O)(=O)c2ccc(Br)s2)c1	-4	23	101	0	-6	0	-12	-4	-12	95	97
COc1ccccc1C1CC(c2ccc(NS(C)(=O)=O)cc2)=NN1C(=O)c1ccccc1 (stereo not drawn)	0	9	99	0	2	-4	9	-2	4	93	100
COc1ccc(-n2cnc3scc(-c4ccc(OC)c(OC)c4)c3c2=O)cc1	2	24	101	2	-3	0	4	0	-7	99	100
Nc1cccc(C2=Nc3cccc4cccc(c34)N2)c1	-15	14	97	-3	-4	-3	35	-6	-8	91	96
COc1ccccc1N1C(=O)CC(N2CCc3ccccc32)C1=O (stereo not drawn)	-2	37	87	-2	-1	0	-18	0	0	83	54
N#CC1=C(SCc2ccccc2)NC(=O)CC1c1ccccc1 (stereo not drawn)	-9	19	78	-2	-1	-4	17	-4	0	92	90
CC1(C)CC(O)CC(C)(C)N1CC(O)COCCOc1ccc(Br)cc1 (stereo not drawn)	0	12	102	-2	-4	-3	-23	0	-1	105	109
Cc1c(C=NCCOCc2ccccc2)cnn1C	-4	19	100	-3	-3	-1	-20	-4	-1	94	98
NS(=O)(=O)c1cccc(NC(=S)NCc2ccc3c(c2)OCO3)c1	-13	8	103	-3	-2	-1	-63	-5	-4	101	101
OC1CCCN(Cc2ccc3ccc4cccc5ccc2c3c45)C1 (stereo not drawn)	-2	24	100	0	0	-1	4	0	-1	135	111
CCN(C(N)=S)c1ccccc1	-4	17	100	-2	-3	-4	-39	-2	-3	98	100
CC(=O)n1cc(/C=C2/N=C(c3ccccc3)OC2=O)c2ccccc21	-10	10	107	-11	-6	-6	-4	-13	-3	103	105
COc1cc(C(=S)N2CCCC2)cc(Cl)c1OCC(=O)Nc1ccc(C)cc1C	-37	12	114	-6	0	-4	-11	-5	18	107	106
CC(C)(C)NC(=S)NCc1ccncc1	-1	17	104	0	-4	0	-23	0	-4	103	104
Cc1ccc(OCC(=O)NC2CC(C)(C)NC(C)(C)C2)c(C)c1	-3	14	100	3	0	1	0	-2	-4	101	100
COc1ccc(N2CCN(C(=O)CSc3nnc(-c4cc5ccccc5cc4O)n3C)CC2)cc1	-1	10	97	-2	0	0	-63	-1	3	107	95
COc1ccccc1NC(=O)c1ccc(NC(=O)COC(=O)C2CC2C)cc1 (stereo not drawn)	-5	5	102	-3	-2	-1	-9	0	-1	103	100
CCCN(CC(=O)Nc1ccc(Cl)cc1Cl)C(=O)/C=C/c1ccco1	-11	11	100	-4	-7	-6	-10	-8	-5	99	100
COc1ccc(S(=O)(=O)N2CCOCC2)cc1NC(=O)c1cccc2c(=O)c(C)c(-c3ccccc3)oc12	-10	15	100	-3	-6	-5	-27	-8	-7	102	101
O=C(COC(=O)c1cc(NS(=O)(=O)c2cccs2)ccc1O)Nc1ccc(F)c(F)c1F	-4	16	99	-2	-4	-1	-24	-3	-8	?	100
Cc1nn(C)c(Cl)c1CN1CCCC(CCC(=O)NCc2ccccc2F)C1 (stereo not drawn)	-6	55	99	-1	-8	-1	-4	-9	-13	99	99
Cc1cc(C)nc(SCc2cc(=O)c(OC(=O)c3ccc(S(=O)(=O)N(C)C)cc3)co2)n1	-7	15	96	-1	-4	-5	-44	-7	-8	90	91
O=C(C1=C[C@@H](c2coc3ccccc3c2=O)C[C@@H](OCCCCO)O1)N1CCN(Cc2ccc3c(c2)OCO3)CC1	-6	20	106	-1	-4	-2	-20	-1	-5	125	119
COc1cccc(/C=N/Nc2ncnc3scc(-c4ccccc4)c23)c1OC	-9	15	104	-4	-2	-8	-1	-6	0	102	101
C(=C\c1ccccc1)/CSc1nnc(-c2ccccn2)n1Cc1ccco1	-8	13	100	33	-7	-1	-33	-2	-9	102	100
CCc1cccc(CC)c1NC(=O)COC(=O)CC1c2ccccc2CCN1S(=O)(=O)c1ccccc1 (stereo not drawn)	-7	12	98	-4	-4	-4	1	-7	-3	128	104

Some of these compounds in order of molar mass, low to high:
SMILES	Bim-Bcl-B	GSH fluor	RGS8-Gao reg	Mcl-1 Bim block	Bcl-2 Bim block	Bcl-W Bim block	Mcl1 Bid PPI	Bcl-XL Bim block	Bim-Bfl-1	RGS7-Gao reg	RGS4-Gao reg
CC1=NN(c2ccccc2)C(=O)C1=C(C)C	-6	26	101	-5	-6	0	-11	-4	-4	103	100
Cc1ccc(CNC(=O)CO/N=C/c2ccc3c(c2)OCO3)cc1	-5	10	103	-4	-2	-2	-2	-4	-1	103	102
S=C(NC1CCCCC1)N1CCN(C/C=C/c2ccccc2)CC1	-8	10	120	-3	-2	-2	-13	-4	-1	113	114
C(=C\c1ccccc1)/CSc1nnc(-c2ccccn2)n1Cc1ccco1	-8	13	100	33	-7	-1	-33	-2	-9	102	100
COc1cccc(/C=N/Nc2ncnc3scc(-c4ccccc4)c23)c1OC	-9	15	104	-4	-2	-8	-1	-6	0	102	101
Cc1nn(C)c(Cl)c1CN1CCCC(CCC(=O)NCc2ccccc2F)C1 (stereo not drawn)	-6	55	99	-1	-8	-1	-4	-9	-13	99	99
COc1ccc(S(=O)(=O)N2CCOCC2)cc1NC(=O)c1cccc2c(=O)c(C)c(-c3ccccc3)oc12	-10	15	100	-3	-6	-5	-27	-8	-7	102	101

Assay outcomes deposited in PubChem by several laboratories.
